S1P3 antagonist: antagonists of human S1P3 receptor; Q99500; CHO S1P3 NFAT-BLA reporter, FRET fluorescence, antagonist mode; inhibition, % at 4.98 µM; actives 0.27% (n = 170,000);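 active means inhibition above the plate cutoff, the mean inhibition of test wells on that plate plus 3 SD, cut at about 28% in these data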;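 further: cells challenged with S1P at its EC80 of 0.8 µM; blue over green emission ratio from cleaved BLA substrate after 4 h stimulation; 0% = S1P-stimulated wells and 100% = unstimulated DMSO-only wells; some compounds past the cut are filed as inactive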
STAT3 blocker: reduces IL-6 driven STAT3 reporter signal; U3A cells, IL-6 STAT3-luciferase reporter, luminescence; host cell line lacks STAT1; inhibition, % at 5.5 µM; actives 0.89% (n = 190,000); AID 862;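 active means inhibition above the mean inhibition across all screened compounds plus 3 SD, cut at about 44% in these data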;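 further: 0% = DMSO only wells and 100% = 100 µM nifuroxazide control wells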
ROMK primary: modulates human ROMK potassium channel activity; P48048; Tet-inducible ROMK, thallium flux fluorescence; actives lie on both sides; B-score at 10 µM; actives 2% (n = 130,000); AID 1918;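 active means signal ratio slope over the read window, or its plate-corrected B-score, at least 3 SD from the plate mean, either direction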;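 further: B-score of the F/F0 ratio slope over 7 to 12 s after thallium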
Target sequence (P48048 whole entry, looked up): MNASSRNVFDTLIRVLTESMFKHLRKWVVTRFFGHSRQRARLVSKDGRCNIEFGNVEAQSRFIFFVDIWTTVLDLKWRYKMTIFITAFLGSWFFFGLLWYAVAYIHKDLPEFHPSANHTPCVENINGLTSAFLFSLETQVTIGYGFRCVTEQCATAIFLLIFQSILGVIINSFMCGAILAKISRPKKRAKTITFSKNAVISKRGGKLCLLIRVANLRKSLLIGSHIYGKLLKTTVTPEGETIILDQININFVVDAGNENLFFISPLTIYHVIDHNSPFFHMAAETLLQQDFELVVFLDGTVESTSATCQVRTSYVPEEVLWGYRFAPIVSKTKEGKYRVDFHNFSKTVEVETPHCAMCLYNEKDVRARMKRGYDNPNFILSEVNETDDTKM
STAT3 act: increases IL-6 driven STAT3 reporter signal. U3A cells, IL-6 STAT3-luciferase reporter, luminescence; 100% = signal with IL-6 EC80 alone. activation (% of control), % at 5.6 µM. actives 0.91% (n = 190,000);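 active means activation above the screen-wide mean of compound activation plus 3 SD, cut at about 130% in these data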;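 further: 0% = background luminescence of wells with medium and substrate only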
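Test system: STAT3-luciferase reporter U3A cells; Detection: reporter luminescence signal; Times: 1 h compound pre-exposure, 6 h IL-6 stimulation, 37 °C; Benchmarks: IL-6-only high control; Also added: IL-6 stimulus at 33 ng/mL final.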
RAM network inh: yeast RAM network inhibition. S. cerevisiae dse1pr::URA3 reporter, 5-FOA growth OD615, 2 d; analog-sensitive cbk1-as2 kinase mutant strain. inhibition, % at 50 µM. actives 1.8% (n = 190,000);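 active means inhibition above a set limit, 3 SD over mean compound inhibition, cut at about 8.4% in these data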;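 further: 0% = DMSO-only wells with no growth and 100% = 10 µM 1-NA-PP1 full growth; inhibition rescues growth on 5-FOA so higher OD means more RAM inhibition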
PPARg SRC2 recr: PPARgamma-driven SRC-2 recruitment agonism. PPARgamma LBD-SRC-2 recruitment, biochemical. activation, % at 8 µM. actives 0.34% (n = 200,000); in the data active means activation above about 22%;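 further: 0% = vehicle and 100% = reference agonist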
Target sequence (P37231 whole entry, looked up, the tested form may be a part): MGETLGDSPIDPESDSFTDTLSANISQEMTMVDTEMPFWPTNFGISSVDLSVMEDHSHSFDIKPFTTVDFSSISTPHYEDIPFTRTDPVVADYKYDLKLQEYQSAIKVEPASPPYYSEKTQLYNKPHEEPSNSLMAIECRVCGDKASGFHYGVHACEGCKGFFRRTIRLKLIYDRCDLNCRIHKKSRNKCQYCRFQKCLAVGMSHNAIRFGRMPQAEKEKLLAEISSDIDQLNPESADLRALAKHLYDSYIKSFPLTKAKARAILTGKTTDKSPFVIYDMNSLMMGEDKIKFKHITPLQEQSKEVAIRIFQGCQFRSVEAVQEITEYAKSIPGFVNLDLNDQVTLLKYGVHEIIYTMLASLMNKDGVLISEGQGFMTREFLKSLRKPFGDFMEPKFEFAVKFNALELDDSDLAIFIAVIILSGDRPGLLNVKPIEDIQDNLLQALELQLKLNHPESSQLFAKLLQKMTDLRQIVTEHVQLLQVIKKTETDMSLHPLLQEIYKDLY
PPARg SRC3 recr: promotes SRC-3 coactivator recruitment by human PPARgamma; biochemical PPARgamma/SRC-3 coactivator recruitment assay; actives 0.26% (n = 200,000); AID 731; P37231; activation, % at 8 µM; in the data active means activation above about 23%;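 further: 0% = DMSO and 100% = reference agonist; some compounds past the cut are filed as inactive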
STAT1 blocker: reduces IFN-gamma driven STAT1 reporter signal | NIH 3T3 STAT1-luciferase reporter, luminescence | inhibition, % at 5.5 µM | actives 0.35% (n = 200,000) | AID 920;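 active means inhibition above a set limit, the mean inhibition across all tested compounds plus 3 SD, cut at about 34% in these data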;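 further: 0% = IFN-gamma with DMSO and 100% = IFN-gamma with 300 µM nifuroxazide; values of inactives mirror those of a sister screen read the other way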
TR-FRET SRC-2 ct: counter-screen for PPARgamma SRC-2 recruitment agonists: TR-FRET artefact; actives 0.4% (n = 200,000); active compounds read high; TR-FRET ratio at 8 µM; in the data active means TR-FRET ratio above about 2000; further: inactives centre near 1500
TLR4-MyD88 BLA: inhibitors of human TLR4-MyD88 binding | HeLa CL3-4 TLR4/MyD88 BLA complementation, FRET ratio | inhibition, % at 8.4 µM | actives 0.18% (n = 200,000) | AID 861; in the data active means inhibition above about 25%;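 further: 0% = vehicle and 100% = reference inhibitor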
PPARg SRC1 recr: promotes SRC-1 coactivator recruitment by human PPARgamma; P37231; PPARgamma-SRC-1 coactivator recruitment biochemical assay; activation, % at 8 µM; actives 0.41% (n = 200,000); AID 631; in the data active means activation above about 19%;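 further: 0% = DMSO and 100% = reference agonist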
An asterisk follows results filed as active.

Results for CC(C)CCNC(=O)CCCCn1c(=O)[nH]c2ccsc2c1=O ?
S1P3 antagonist: -1; STAT3 blocker: 0; ROMK primary: 2; STAT3 act: 102; RAM network inh: 2.0; PPARg SRC2 recr: -1; PPARg SRC3 recr: 4; STAT1 blocker: 6; TR-FRET SRC-2 ct: 1656; TLR4-MyD88 BLA: -3; PPARg SRC1 recr: 7

Results for COC(=O)C1=C(N)Oc2c(oc(CO)cc2=O)C1c1c(F)cccc1Cl (configuration not stated) ?
S1P3 antagonist: -7; STAT3 blocker: 2; ROMK primary: -1.4; STAT3 act: 100; RAM network inh: 0.6; PPARg SRC2 recr: -16; PPARg SRC3 recr: -3; STAT1 blocker: 4; TR-FRET SRC-2 ct: 1553; TLR4-MyD88 BLA: -7; PPARg SRC1 recr: -1

How did CN(Cc1ccccc1)C(=O)COc1cc(=O)n(C)c2ccccc12 do in these assays?
STAT3 blocker: 5; ROMK primary: -0.096; STAT3 act: 100; RAM network inh: 2.2; PPARg SRC2 recr: 6; PPARg SRC3 recr: 7; STAT1 blocker: 0; TR-FRET SRC-2 ct: 1619; TLR4-MyD88 BLA: -4; PPARg SRC1 recr: 5

What do the screens show for `O=C(CN(Cc1ccccc1)S(=O)(=O)c1ccc(F)cc1)NCCC1=CCCCC1`?
STAT3 blocker: 4; ROMK primary: -0.18; STAT3 act: 102; RAM network inh: 5.3; PPARg SRC2 recr: -4; PPARg SRC3 recr: 10; STAT1 blocker: 1; TR-FRET SRC-2 ct: 1667; TLR4-MyD88 BLA: -6; PPARg SRC1 recr: -1

Results for Cc1ccc(S(=O)(=O)N2CCC(C(=O)N/N=C/c3cccnc3)CC2)cc1 ?
S1P3 antagonist: -15; STAT3 blocker: -1; ROMK primary: 0.11; STAT3 act: 99; RAM network inh: 2.8; PPARg SRC2 recr: -4; PPARg SRC3 recr: -3; STAT1 blocker: -3; TR-FRET SRC-2 ct: 1501; TLR4-MyD88 BLA: -3; PPARg SRC1 recr: -1

What do the screens show for `COc1cccc(C(=O)C2CCCN(C(=O)CCC3=NNC(=O)CC3)C2)c1` (configuration not stated)?
S1P3 antagonist: -13; STAT3 blocker: 2; ROMK primary: 0.21; STAT3 act: 100; RAM network inh: -1.2; PPARg SRC2 recr: -1; PPARg SRC3 recr: -3; STAT1 blocker: -12; TR-FRET SRC-2 ct: 1409; TLR4-MyD88 BLA: 9; PPARg SRC1 recr: 3

What do the screens show for `COc1cccc(-n2c(=O)c3c(C)c(C(=O)N(C)C)sc3n(CC(=O)NCC3CCCO3)c2=O)c1` (configuration not stated)?
S1P3 antagonist: -21; STAT3 blocker: -5; ROMK primary: -0.3; STAT3 act: 105; RAM network inh: 0.6; PPARg SRC2 recr: -10; PPARg SRC3 recr: -4; STAT1 blocker: -8; TR-FRET SRC-2 ct: 1412; TLR4-MyD88 BLA: -3; PPARg SRC1 recr: -1

Results for Cc1ccnc(NC(=O)c2ccc(Cl)cc2Cl)n1 ?
S1P3 antagonist: -12; STAT3 blocker: 4; STAT3 act: 100; RAM network inh: 1.9; PPARg SRC2 recr: 1; PPARg SRC3 recr: 6; STAT1 blocker: 0; TR-FRET SRC-2 ct: 1497; TLR4-MyD88 BLA: 13; PPARg SRC1 recr: 2

Results for Cc1ccccc1NC(=O)Cn1cccc1 ?
S1P3 antagonist: 10; STAT3 blocker: 2; ROMK primary: -0.96; STAT3 act: 101; RAM network inh: 0.5; PPARg SRC2 recr: -7; PPARg SRC3 recr: -7; STAT1 blocker: 8; TR-FRET SRC-2 ct: 1446; TLR4-MyD88 BLA: -8; PPARg SRC1 recr: 3

What do the screens show for `COC(=O)c1ccc(N2C(=O)CC(N3CCOCC3)C2=O)cc1` (configuration not stated)?
S1P3 antagonist: -48; STAT3 blocker: 9; STAT3 act: 97; RAM network inh: 1.8; PPARg SRC2 recr: 6; PPARg SRC3 recr: 3; STAT1 blocker: -2; TR-FRET SRC-2 ct: 1567; TLR4-MyD88 BLA: -4; PPARg SRC1 recr: 3

Results for CC(=O)c1ccc(NC(=S)N(C)C2CCN(C)CC2)cc1 ?
S1P3 antagonist: -2; STAT3 blocker: 11; ROMK primary: -0.22; STAT3 act: 93; RAM network inh: 0.1; PPARg SRC2 recr: 1; PPARg SRC3 recr: 3; STAT1 blocker: 0; TR-FRET SRC-2 ct: 1649; TLR4-MyD88 BLA: 9; PPARg SRC1 recr: 5

What do the screens show for `Cc1ccc(CNCC(=O)Nc2ccc(C)cc2Br)cc1`?
S1P3 antagonist: 6; STAT3 blocker: 8; ROMK primary: -0.52; STAT3 act: 100; RAM network inh: 1.1; PPARg SRC2 recr: 5; PPARg SRC3 recr: 5; STAT1 blocker: -6; TR-FRET SRC-2 ct: 1332; TLR4-MyD88 BLA: 9; PPARg SRC1 recr: 5

Results for Cc1ccc(/C=N/NC(=O)c2c[nH]c3ccccc23)s1 ?
STAT3 blocker: -18; STAT3 act: 119; RAM network inh: 2.1; PPARg SRC2 recr: 2; PPARg SRC3 recr: 1; STAT1 blocker: -51; TR-FRET SRC-2 ct: 1440; TLR4-MyD88 BLA: 1; PPARg SRC1 recr: -6

What do the screens show for `C1CCN=C(NC23CC4CC(CC(C4)C2)C3)CC1`?
S1P3 antagonist: 4; STAT3 blocker: 2; ROMK primary: -1; STAT3 act: 101; RAM network inh: 1.1; PPARg SRC2 recr: -11; PPARg SRC3 recr: 1; STAT1 blocker: 10; TR-FRET SRC-2 ct: 1704; TLR4-MyD88 BLA: -5; PPARg SRC1 recr: -1

Results for CN(C1CCS(=O)(=O)C1)S(=O)(=O)c1ccccc1 (configuration not stated) ?
S1P3 antagonist: -1; STAT3 blocker: -1; ROMK primary: 0.31; STAT3 act: 106; RAM network inh: 1.8; PPARg SRC2 recr: 5; PPARg SRC3 recr: -2; STAT1 blocker: -5; TR-FRET SRC-2 ct: 1591; TLR4-MyD88 BLA: 1; PPARg SRC1 recr: -3

How did O=C(O)c1cc(NCc2ccccc2)ccc1N1CCOCC1 do in these assays?
STAT3 blocker: 6; STAT3 act: 101; RAM network inh: 0.4; PPARg SRC2 recr: 10; PPARg SRC3 recr: -1; STAT1 blocker: -5; TR-FRET SRC-2 ct: 1606; TLR4-MyD88 BLA: 2; PPARg SRC1 recr: -4

Results for Cc1ccccc1C(=O)c1c[nH]c(C(=O)NCCc2ccccn2)c1 ?
S1P3 antagonist: -9; STAT3 blocker: 7; ROMK primary: -0.73; STAT3 act: 100; RAM network inh: 0.7; PPARg SRC2 recr: -2; PPARg SRC3 recr: 2; STAT1 blocker: -3; TR-FRET SRC-2 ct: 1810; TLR4-MyD88 BLA: 4; PPARg SRC1 recr: 10

Results for COc1cc(C(=O)Nc2ccc3c(c2)C(=O)N(CCC(=O)O)C3=O)cc(OC)c1OC ?
S1P3 antagonist: 11; STAT3 blocker: -7; ROMK primary: -0.32; STAT3 act: 106; RAM network inh: 3.2; PPARg SRC2 recr: 0; PPARg SRC3 recr: -1; STAT1 blocker: 1; TR-FRET SRC-2 ct: 1399; TLR4-MyD88 BLA: 2; PPARg SRC1 recr: 1

What do the screens show for `COc1ccc(C(=O)C2CCCN(C(=O)C3=CCCC3)C2)c(C)c1` (configuration not stated)?
S1P3 antagonist: -8; STAT3 blocker: 9; ROMK primary: 0.25; STAT3 act: 95; RAM network inh: -0.1; PPARg SRC2 recr: 4; PPARg SRC3 recr: 3; STAT1 blocker: 9; TR-FRET SRC-2 ct: 1758; TLR4-MyD88 BLA: 10; PPARg SRC1 recr: -2

What do the screens show for `Cc1cc(C)n2ncc(C(=O)NCc3cccnc3)c2n1`?
S1P3 antagonist: 13; STAT3 blocker: -1; ROMK primary: 0.38; STAT3 act: 105; RAM network inh: 0.3; PPARg SRC2 recr: -4; PPARg SRC3 recr: -6; STAT1 blocker: -1; TR-FRET SRC-2 ct: 1414; TLR4-MyD88 BLA: 4; PPARg SRC1 recr: -1

How did CCOC(=O)C1(Cc2ccccc2)CCN(Cc2cnn(C(C)C)c2)CC1 do in these assays?
S1P3 antagonist: -13; STAT3 blocker: 11; ROMK primary: -0.37; STAT3 act: 94; RAM network inh: 0.3; PPARg SRC2 recr: -4; PPARg SRC3 recr: -7; STAT1 blocker: 4; TR-FRET SRC-2 ct: 1448; TLR4-MyD88 BLA: 9; PPARg SRC1 recr: 5

What do the screens show for `CCN(C(=O)COc1cc(=O)n(C)c2ccccc12)c1cccc(Cl)c1`?
S1P3 antagonist: 24; STAT3 blocker: 13; ROMK primary: -0.062; STAT3 act: 93; RAM network inh: -0.5; PPARg SRC2 recr: 1; PPARg SRC3 recr: 1; STAT1 blocker: 4; TR-FRET SRC-2 ct: 1596; TLR4-MyD88 BLA: -5; PPARg SRC1 recr: 4

How did COc1cccc2[nH]c3c(N4CCC(C)CC4)ncnc3c12 do in these assays?
S1P3 antagonist: 3; STAT3 blocker: 19; STAT3 act: 89; RAM network inh: 3.0; PPARg SRC2 recr: 4; PPARg SRC3 recr: 5; STAT1 blocker: -2; TR-FRET SRC-2 ct: 1427; TLR4-MyD88 BLA: 10; PPARg SRC1 recr: 4

How did COc1cccc(C2=NOC(C(=O)Nc3cc(OC)c(OC)c(OC)c3)C2)c1 (configuration not stated) do in these assays?
S1P3 antagonist: -4; STAT3 blocker: 9; STAT3 act: 96; RAM network inh: 7.3; PPARg SRC2 recr: 4; PPARg SRC3 recr: 5; STAT1 blocker: 12; TR-FRET SRC-2 ct: 1685; TLR4-MyD88 BLA: 0; PPARg SRC1 recr: 14

High-throughput results deposited in PubChem BioAssay by several laboratories.
